TGFb SMAD3 inh: inhibitors of TGF-b signaling; HepG2 CAGA-GFP TGF-b/SMAD3 reporter, GFP fluorescence, 18 h; TGF-beta stimulated, 500 pg/mL final; Potency, µM (highest dose often 46.1 µM), inactives show at the highest dose activity, negative = inhibition, hits mostly inhibitors; actives 1.2% (n = 410,000); AID 588855; further: potency means the concentration at half of the fitted maximal effect; on the % scale 0 is the no-effect control and ±100 the full control effect; nearly all actives have a fitted effect of over 65% in size
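GFP signal (ex488/em500-530) from TGF-beta-stimulated HEPG2 CAGA-GFP cells, 500 pg/mL final, 18 h at 37 degrees C in DMEM plus 1% FBS, normalized to unstimulated and DMSO-stimulated controls.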
Nrf2 inh: Nrf2 pathway inhibition. A549 ARE-Fluc reporter, luciferase luminescence, 18-24 h. Potency, µM (doses to about 46 µM), without a hit: at the top dose activity change, negative = inhibition, usual class: inhibitors. actives 2.1% (n = 360,000); further: potency means the concentration at half of the fitted maximal effect; on the % scale 0 is the no-effect control and ±100 the full control effect; nearly all actives have a fitted effect of over 60% in size
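Reporter: ARE-Fluc in A549. Exposure: 18-24 h, 37 °C, 5% CO2, 5% FBS OPTI-MEM. Readouts: fluorescent cytotoxicity (CellTiter-Fluor), then luminescent Nrf2 signal after BugLite.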
S2 tox: reduces viability in counter-screen for ATXN expression inhibitors. S2 cells (HEK-293 line with an ATXN2-luciferase reporter) viability, CellTiter-Fluor protease fluorescence, 24 h. Potency, µM (highest dose often 56.7 µM), usual class: cytotoxic. actives 0.49% (n = 400,000). AID 651635; further: potency means the concentration at half of the fitted maximal effect; nearly all actives have a fitted effect of over 40% in size
A549 viability: kills or reduces viability of A549 cells in Nrf2 counter-screen | A549 ARE-Fluc cells, CellTiter-Fluor viability, 18-24 h | Potency, µM (series often up to 46 µM), for the others: top-dose activity change, negative = cytotoxicity, hits mostly inhibitors | actives 0.16% (n = 390,000); further: potency means the concentration at half of the fitted maximal effect; on the % scale 0 is the no-effect control and ±100 the full control effect
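Cytotoxicity counterscreen: CellTiter-Fluor fluorescence was measured in A549 ARE_Fluc cells after 18-24 h of compound exposure in a concentration series. The subsequent BugLite luminescent read reports ARE-luciferase activity.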
IL-1B inflam inh: inflammasome signaling inhibition, IL-1 beta readout. THP-1 LPS/ATP IL-1B secretion, AlphaLISA, 16 h; stronger effect = lower value. activity change, % at 57.5 µM. actives 4.7% (n = 360,000). AID 743279; in the data active means activity change below about -50%; inconclusive means mostly about -30% to -49%; further: on the % scale 0 is the no-effect control and ±100 the full control effect
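THP-1 cells pretreated 1 hr with compounds (up to 57.5 uM final), then stimulated with LPS (250 ng/mL final) plus ATP (1.25 mM final); secreted IL-1B measured by AlphaLISA after 16 hr, decreased signal indicating inhibition.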
ATXN2 expr inh: ATXN2 expression inhibition | HEK-293 ATXN2-luciferase reporter, luminescence, 24 h | Potency, µM (top dose mostly 57 µM), without a hit: at the highest dose activity change, negative = inhibition, hits mostly inhibitors | actives 0.72% (n = 360,000) | AID 1745845; further: potency means the concentration at half of the fitted maximal effect; on the % scale 0 is the no-effect control and ±100 the full control effect; nearly all actives have a fitted effect of over 55% in size
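ATXN2-luciferase reporter cells (luciferase flanked by upstream and downstream ATXN2 gene portions) were treated 24 h at 37 °C with compounds at up to 57 uM. SteadyGlo luminescence gave expression; GF-AFC fluorescence gave viability.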
MCF10A rerep: DNA re-replication induction in MCF 10a cells; MCF 10A DNA re-replication, Hoechst nuclear intensity, 48 h; Potency, µM (series often up to 46.1 µM), for the others: top-dose activity, positive = re-replication, actives largely listed as activators; actives 2.9% (n = 350,000); further: potency means the concentration at half of the fitted maximal effect; % of control where 0% means no effect; nearly all actives have a fitted effect of over 50% in size
HepG2 tox: counter-screen for TGF-b inhibitors: cytotoxicity in HepG2 cells; Potency, µM (doses to about 46.1 µM), inactives show at the top dose activity change, negative = cytotoxicity, actives largely listed as cytotoxic; AID 588856; HepG2 CAGA-GFP viability, ATP luminescence, 18 h; actives 0.76% (n = 410,000); further: potency means the concentration at half of the fitted maximal effect; some results filed as inactive show a strong effect at the top dose
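HepG2 CAGA-GFP cells (1000/well, DMEM with 1% FBS) received compound, then TGF-beta at 500 pg/mL final, and were incubated 18 hours at 37 degrees C. Viability was read by CellTiter-Glo luminescence. Media-only wells were set as complete cell-killing and DMSO as no toxicity.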
Nrf2 ARE act: activators of Nrf2 (ARE) signaling; AREc32 ARE-luciferase reporter (MCF7-derived line), luminescence, 24 h; Potency, µM (titrated, usually from 46.1 µM), inactives show at the top dose activation, usual class: activators; actives 0.31% (n = 410,000); AID 624171; further: potency means the concentration at half of the fitted maximal effect; % of control where 0% means no effect; nearly all actives have a fitted effect of over 65% in size
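Luciferase luminescence (Steady-Glo, 30 min at room temperature) served as the read-out of ARE activation in AREc32 cells treated with compounds for 24 hr at 37 deg C.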
* hit, by the source's call; i = inactive; ? = inconclusive; nt = not tested or not shown; & = joins results of further samples; [ ] = remark or other dose. Unless noted, the call rests on the fitted dose curve; in most records, active means well fitted curve in the direction sought with a large enough effect; inconclusive means small, poorly fitted or top-dose-only effect, or another doubt; inactive means no such curve, though single readings can be large; an effect the other way counts as inactive or inconclusive. This is a random part of the collection, and some 8.8% of all compounds hit somewhere here.

no.	SMILES	TGFb SMAD3 inh	Nrf2 inh	S2 tox	A549 viability	IL-1B inflam inh
1	Cc1ccc(/C=N/n2c(C)nnc2C)o1	22.2%	-0.5%	i	-0.1%	1.0
2	O=C(NCc1cccs1)C(=O)NCC1OCCCN1S(=O)(=O)c1ccc(F)cc1 (stereo not given)	-21.0%	9.2%	i	-0.1%	-5.4
3	O=C(Nc1ccccc1Cl)c1cc(C2CCCN(C(=O)c3ccc4c(c3)CCO4)C2)on1 (stereo not given)	-8.8%	nt	i	nt	33.2
4	CCOCCC(=O)Nc1ccc2c(c1)c(=O)n(C)n2-c1ccccc1F	-7.0%	nt	i	nt	-0.7
5	O=[N+]([O-])c1cccc(COc2cccc(CN3CCCC3)c2)c1	-7.3%	-3.4%	i	-1.6%	-6.6
6	CC(=O)c1cccc(S(=O)(=O)N2CCC(C(=O)Oc3ccc(-c4nnco4)cc3)CC2)c1	11.2%	-3.2%	i	-1.8%	2.1
7	CCn1nc(C)c(Br)c1-c1nc(-c2ccc(C)cc2)no1	9.7%	?	i	7.7%	nt
8	CCCCC[C@@H](C)N1C[C@@H](COCc2ccccc2)Oc2cc(N3CCC[C@@H]3CO)ccc2S1(=O)=O	nt	nt	?	nt	-28.0
9	C=C1CCN(c2ccc(C(=O)NCc3ccccc3)cc2[N+](=O)[O-])CC1	-29.5%	3.7%	i	-1.5%	0.0
10	CN1C(=O)/C(=C/c2ccc(OC(=O)c3ccco3)cc2)SC1=S	-2.6%	0.9%	?	-2.4%	-4.2
11	Cc1cccc(CN2C(=O)c3ccccc3S(=O)(=O)c3ccc(C(=O)N4CCCC4)cc32)c1	-16.3%	?	i	-13.1%	nt
12	COc1ccccc1C(=O)Nc1nc(-c2ccc(Br)cc2)ns1	1.2%	3.3%	nt	1.7%	nt
13	O=C(NC(Cc1ccccc1)C(=O)O)NC12CC3CC(CC(C3)C1)C2 (stereo not given)	-0.5%	-6.7%	i	4.7%	24.1
14	COc1ccc(/C=N\NC(=O)c2c(C)nc3ccc(Br)cn23)cc1	-14.9%	6.1%	i	-15.1%	74.6
15	COCC(=O)Nc1ccc(Nc2ccccc2)cc1	-0.5%	-25.8%	i	-10.1%	-8.8

no.	ATXN2 expr inh	MCF10A rerep	HepG2 tox	Nrf2 ARE act
1	nt	-24.3%	2.0%	0.2%
2	13.4%	-2.0%	-1.4%	0.0%
3	-26.4%	nt	-22.3%	-0.6%
4	9.7%	nt	0.7%	-1.0%
5	5.8%	-10.0%	-26.5%	5.7%
6	21.9%	4.3%	-0.1%	-0.3%
7	7.6%	1.4%	4.2%	3.3%
8	?	nt	nt	1.1%
9	4.7%	-7.4%	-19.4%	0.4%
10	-4.1%	-6.0%	-4.4%	3.1%
11	-17.4%	nt	-31.6%	-0.3%
12	nt	nt	6.6%	0.6%
13	-10.5%	-2.1%	11.2%	-0.6%
14	nt	?	5.6%	-0.8%
15	-21.6%	5.2%	-15.3%	-0.2%

(list continues)
no.	SMILES	TGFb SMAD3 inh	Nrf2 inh	S2 tox	A549 viability	IL-1B inflam inh
16	CC(=O)Nc1ccc(S(=O)(=O)N2CCC(Oc3ccc(-n4cnnn4)cc3)CC2)cc1	?	-27.3%&-17.1%	i	-3.6%&-5.4%	15.0
17	Cc1nnc(SC(C)C(=O)NCC2CCCO2)n1-c1ccccc1 (stereo not given)	9.7%	3.7%	i	-7.9%	-4.4
18	CCN(CC)CC(C)(C)NS(=O)(=O)c1ccc(Cl)cc1	3.1%	-12.4%	i	4.8%	-2.5
19	COc1ccc(NC(=O)CCc2c(C)nc3nc(CNC(=O)c4cccc(F)c4)nn3c2C)cc1OC	-11.5%	17.0%	i	2.9%	1.6
20	Cc1cccc(Nc2ncnc3c2cnn3C)c1C	-5.2%	nt	nt	?	nt
21	Cc1ccc(C(=O)O)cc1NC(=O)Nc1ccc2c(c1)OCO2	6.3%	?	?	-3.2%	17.0
22	COC(=O)c1ccc(CSc2nnc(NC(C)C)s2)cc1	1.7%	9.8%	i	3.3%	34.4
23	CCN1CCN(CCCNC(=O)C2CCN(c3nnc(-n4cccc4)s3)CC2)CC1	-1.9%	1.0%	i	-4.4%	5.6
24	CSC(=NC#N)N1CCN(c2cccc(Cl)c2)CC1	7.1%	-20.1%	i	-8.1%	0.0
25	CCOc1ccc(C=NNC(=O)c2cccc3ccccc23)cc1OCC	-3.0%	?	i	-15.7%	6.7
26	Fc1cccc(F)c1[B-](F)(F)F	-14.8%	?	i	2.0%	-11.2
27	CSC(=NC(C)c1ccccc1)NS(=O)(=O)c1cccs1 (stereo not given)	?	-11.9%	i	8.5%	0.0
28	O=c1oc2ccccc2c(O)c1/C=N/c1ncccn1	-0.8%	0.2%	i	-0.4%	11.6
29	CSc1ccc(CN2CCC(n3nccc3NC(=O)c3ccccc3C)CC2)cc1	1.2%	0.9%	i	-11.2%	?
30	Cc1ccc(-n2c(C)c(C)c3c(NCCCO)ncnc32)cc1	25.8%	?	?	3.6%	-9.5

no.	ATXN2 expr inh	MCF10A rerep	HepG2 tox	Nrf2 ARE act
16	-7.8%	10.4%	-5.4%&9.9%	-0.6%&0.3%
17	11.4%	34.3%[0.0737 µM]	6.7%	-0.6%
18	-6.3%	2.5%	-29.1%	-0.1%
19	-8.1%	-0.3%	-9.7%	0.3%
20	nt	nt	-49.9%	0.2%
21	42.9%[activator]	-4.4%	-0.4%	4.1%
22	6.2%	21.8%	-11.0%	0.4%
23	4.1%	12.9%	-0.2%	-0.1%
24	20.6%	7.6%	1.8%	7.7%
25	10.0%	8.9%	0.0%	3.9%
26	6.7%	1.0%	-0.7%	2.8%
27	-5.0%	5.4%	-31.8%	-0.1%
28	-1.1%	-2.7%	-10.6%	-0.3%
29	-10.0%	1.5%	-20.9%	0.1%
30	46.5%[activator]	12.7%	6.6%	8.7%

Remaining list, next part
no.	SMILES	TGFb SMAD3 inh	Nrf2 inh	S2 tox	A549 viability	IL-1B inflam inh
31	CN(Cc1ccccc1)C(=O)c1[nH]cnc1C(=O)Nc1cccc(Cl)c1	?	4.6%	i	-3.3%	-12.5
32	Cc1cccn2c(=O)c3cc(C(=O)NC4CCCCC4)n(C)c3nc12	3.9%	?	i	0.3%	-6.3
33	COc1cc([N+](=O)[O-])ccc1NC(=O)NCc1ccccn1	20.9%	7.0%	?	-2.6%	?
34	COc1cc(C(=O)O)ccc1Cl	1.0%	11.9%	i	-0.1%	11.5
35	CC(C)(C)c1ccc(C(=O)CS(=O)(=O)c2ccccc2)cc1	-11.0%	?	i	2.3%	-17.0
36	CN(Cc1ccccc1)C1=CC(=[N+]2CCCC2)CC(C)(C)C1	?	4.61µM*	i	1.4%	-52.0*
37	CC1CCCN(C(=O)c2ccc3c(=O)n(Cc4ccc5c(c4)OCO5)c(=S)[nH]c3c2)C1 (stereo not given)	-17.1%	25.9µM*	i	-19.6%	?
38	CN(c1ccccc1)c1nc2ccsc2c(=O)s1	1.7%	?	i	-0.5%	7.4
39	CC(C)c1ccc(NC(=O)c2cn(C3CCCC3)c(=O)c3c2c2ccccc2n3C)cc1	-0.4%	19.5%	nt	-2.4%	nt
40	Cc1cc(C)cc(NC(=O)CSc2ccc(-c3ccco3)nn2)c1	?	?	i	1.5%	-23.5
41	CCOC(=O)c1c(C)c(-c2ccccc2)n(CC(=O)NC(CC)Cc2ccccc2)c1C (stereo not given)	-18.8%	-10.0%	i	-6.3%	nt
42	COc1ccc(NC(=O)c2oc3ccc(S(=O)(=O)N4CCC5(CC4)OCCO5)cc3c2C)cc1Cl	-25.5%	nt	nt	-1.9%	nt
43	O=C(NCc1ccc(F)cc1)C(c1ccccc1)N(C(=O)c1csnn1)C1CCCC1 (stereo not given)	-8.4%	-2.7%	i	-5.0%	-8.6
44	CCC(C)C(NC(=O)OC(C)(C)C)C(=O)NC1COC2CC(n3cc(F)c(=O)[nH]c3=O)OC12 (stereo not given)	-12.1%	9.6%	nt	-0.7%	nt

no.	ATXN2 expr inh	MCF10A rerep	HepG2 tox	Nrf2 ARE act
31	4.6%	9.6%	-18.7%	19.7%
32	0.2%	?	-0.6%	-0.5%
33	-4.9%	-1.7%	-0.7%	2.1%
34	7.3%	-2.1%	2.5%	-0.8%
35	59.9%[activator]	-5.2%	1.6%	-0.5%
36	?	-0.2%	-10.9%	2.9%
37	-12.2%	?	-16.8%	0.2%
38	47.9%[activator]	28.2%	-23.3%	4.6%
39	nt	nt	-13.2%	8.9%
40	-34.1%	-5.1%	12.8%	6.4%
41	-0.8%	nt	7.7%	0.0%
42	nt	nt	-11.5%	1.0%
43	23.9%	0.7%	-29.1%	0.3%
44	nt	nt	6.9%	nt

Single records, from the list above. Order of values: TGFb SMAD3 inh	Nrf2 inh	S2 tox	A549 viability	IL-1B inflam inh	ATXN2 expr inh	MCF10A rerep	HepG2 tox	Nrf2 ARE act
`COc1ccc(NC(=O)c2oc3ccc(S(=O)(=O)N4CCC5(CC4)OCCO5)cc3c2C)cc1Cl` in the list: -25.5%	nt	nt	-1.9%	nt	nt	nt	-11.5%	1.0%
`Cc1cccn2c(=O)c3cc(C(=O)NC4CCCCC4)n(C)c3nc12` in the list: 3.9%	?	i	0.3%	-6.3	0.2%	?	-0.6%	-0.5%
`COc1cc([N+](=O)[O-])ccc1NC(=O)NCc1ccccn1` in the list: 20.9%	7.0%	?	-2.6%	?	-4.9%	-1.7%	-0.7%	2.1%
`CN(Cc1ccccc1)C1=CC(=[N+]2CCCC2)CC(C)(C)C1` in the list: ?	4.61µM*	i	1.4%	-52.0*	?	-0.2%	-10.9%	2.9%

Screening results as filed in PubChem.
